Lipid droplet: modulators of hepatic lipid droplet formation; AML12 mouse hepatocytes, oleate lipid droplets, BODIPY imaging; inhibition, % at 6.5 µM; actives 0.4% (n = 240,000); AID 1656;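 active = lipid droplet intensity inhibited by at least 50%, with more than 500 cells counted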
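Assay system: AML12 hepatocytes (mouse); Probe or stimulus: oleic acid at 100 µM to induce lipid droplet formation; Dosing: compound at 6.5 µM only; Schedule: compound with oleate, overnight; Detection: fluorescence imaging, 20x objective, two fields per well; Measure: % inhibition of lipid droplet signal.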
WT yeast gro inh: growth inhibition of WT yeast, mitochondrial fusion screen | actives 2.1% (n = 190,000) | mitochondrial fusion phenotypic screen, WT strain | inhibition, % at 10 µM; in the data active = inhibition above about 58%; tested in S. cerevisiae
Autophagy mod: alters autophagy in cells. calls only at 10 µM (by protocol). actives 0.98% (n = 190,000). MEF GFP-LC3 puncta imaging; test concentration mostly 10 µM. AID 463193;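 active = percentage of spot-positive cells more than 3 SD above its plate mean, without a fluorescence outlier flag or 80% toxicity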;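 note: spot-positive cell cutoff set from DMSO-treated cells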
MT stabilize HCS: microtubule stabilizers in HeLa cells | actives 0.83% (n = 200,000) | AID 2205 | HeLa tubulin immunostaining HCS, 24 h; share of cells brighter than vehicle mean+2SD | % tubulin-high responders, % at 10 µM;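 active = plate Z-score above 3 for both tubulin-high and condensed-nucleus cell shares, with cell loss under 80%, at 10 µM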;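 note: anti alpha tubulin signal scored within the nucleus-defined area of each cell; some results filed as inactive read as strong as hits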
bCat nuc transl: beta-catenin nuclear translocation modulation. actives 0.3% (n = 190,000). HeLa beta-catenin nuclear translocation, immunofluorescence imaging. AID 1665. nuclear translocation activity, % at 5 µM;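 active = nuclear translocation activity above 50% at 5 µM, with a well cell count of 50 or more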;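 note: per-cell ratio of nuclear to cytoplasmic median beta-catenin stain intensity; plate controls were DMSO negative control for no effect and GSK-3 inhibitor IX positive control for full effect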
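Test system: HeLa cells, endogenous beta-catenin; Compound: single 5 µM dose plus 0.02–20 µM confirmation series; Times: compound exposure 24 h at 37°C; Signal: fluorescence imaging of beta-catenin antibody stain plus DAPI; Read-out: % activation, nuclear-to-cytoplasmic median beta-catenin signal ratio per cell.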
NOD2 inhibition: inhibition of NOD2-driven NF-kB reporter – cell-based, luminescence, uHTS, HEK293 (AID 1566) | inhibition, % at 4 µM; hits with a dose series show EC50 in µM | actives 0.63% (n = 290,000) | HEK293 NOD2/NF-kB luciferase reporter, luminescence; higher % means a stronger effect; in the data active = inhibition above about 50%; note: many of its hits are not listed in these tables
Dynein transport: blocks dynein driven cargo transport along microtubules | z-score, hits read low | 3617.4 mouse cells, GR-EGFP nuclear translocation imaging; test concentration mostly 20 µM; stimulated with dexamethasone, 1 µM; hits give low values | actives 0.47% (n = 220,000);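 active = plate z-score of nuclear minus cytoplasmic receptor signal below a set negative limit, without overly bright fluorescence or cell loss, cut at about -3.5 in these data, passing the limit was not always enough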;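 note: z-score of nuclear minus cytoplasmic ring GR-EGFP intensity difference per well; some compounds called inactive have numbers as strong as hits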
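Buffer or medium: tet-free, stripped-serum medium; reagent: dexamethasone at 1.0 µM final, 30 min; incubation: 48 h induction, 1 h compound, 30 min dex at 37 °C; measured by: formaldehyde fixation, Hoechst nuclear stain, 10x automated fluorescence imaging; read-out: nuclear-to-cytoplasmic GR-EGFP distribution per well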
Insulin prom up: MIN6 insulin promoter up-regulation. MIN6 insulin promoter-GFP reporter, high-content imaging; hits give high values. z-score at 5 µM. actives 0.3% (n = 190,000). AID 1625;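 active = z-score above 3 at 5 µM with at least 500 cells counted in the well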
Yfh1-off respiration: enhancers of respiration in Yfh1-depleted yeast, dose response, Friedreich's ataxia, plus single-dose screen (AID 1465) | S. cerevisiae Yfh1-off respiration, WST-1 reduction, 72 h; higher fold induction means a stronger effect | fold induction at 50 µM, or EC50 in µM where a hit was titrated | actives 0.074% (n = 220,000);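 active = fold induction of absorbance versus untreated yeast above a set limit, then at least 30% activation at any dose in follow-up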;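 note: activators that raise dye reduction in frataxin-depleted yeast; strong numbers were not always called active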
WT yeast gro inh mutant strain: recorded beside WT yeast gro inh, whose call it bears; inhibition, %; mitochondrial fusion phenotypic screen, mutant strain inhibition
Dynein transport cytoplasmic EGFP: recorded beside Dynein transport, whose call it bears; z-score; measured here: cytoplasmic GR-EGFP intensity; hits give high values
Dynein transport nuclear GR-EGFP: second read-out of Dynein transport, no call of its own (marks repeat the call); z-score; measured here: nuclear GR-EGFP intensity;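 lower value marks the stronger effect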
Dynein transport cell count: recorded beside Dynein transport, whose call it bears; z-score; measured here: cell count per field
Insulin prom up cell count: also measured in Insulin prom up; calls as there; cell count; measured here: cytotoxicity, nuclei count;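 total cells summed across four imaged fields per well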
Lipid droplet cells 6.5 µM: recorded beside Lipid droplet, whose call it bears; cell count; measured here: cell count, cytotoxicity flag;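 cells counted across two imaged fields per well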
bCat nuc transl cell count 5 µM: also measured in bCat nuc transl; calls as there; cell count; measured here: cell count, cytotoxicity flag
MT stabilize HCS Hoechst-high %: recorded beside MT stabilize HCS, whose call it bears; % Hoechst-high responders; measured here: nuclear condensation Hoechst responders;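 share of cells brighter than vehicle mean plus two SD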
MT stabilize HCS cytotoxicity %: recorded beside MT stabilize HCS, whose call it bears; toxicity, %; measured here: cytotoxicity by cell density;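 0% = mean cell density of plate MIN control wells and 100% = no cells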
Autophagy mod cell loss 18 h: recorded beside Autophagy mod, whose call it bears; toxicity, %; measured here: cell loss, nuclei count;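 cell loss after 18 h compound exposure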
An asterisk follows results filed as active; i = inactive; . = not tested or not shown. Some of the compounds tested; count on the stated rates, not on these rows.

Value order – Lipid droplet, Lipid droplet cells 6.5 µM, WT yeast gro inh, WT yeast gro inh mutant strain, Autophagy mod, Autophagy mod cell loss 18 h, MT stabilize HCS, MT stabilize HCS Hoechst-high %, MT stabilize HCS cytotoxicity %, bCat nuc transl, bCat nuc transl cell count 5 µM, NOD2 inhibition, Dynein transport, Dynein transport cytoplasmic EGFP, Dynein transport nuclear GR-EGFP, Dynein transport cell count, Insulin prom up, Insulin prom up cell count, Yfh1-off respiration
1	CC(C)NC(=O)c1onc(CSc2cccc(F)c2)c1C(=O)O
    ., ., -2.2, -14.5, i, 0.2, 4.2, 1.9, 9.9, -1.3, 1349, 6.6%, 0.411, -0.205, -0.576, -0.624, 1.92, 1430, i
2	CCCCS(=O)CC(CS(=O)CCCC)OC(=O)c1ccc(C)cc1 (stereo not drawn)
    -1.0, 720, 2.5, 1.4, i, -1.1, 3.7, 1.5, 35.6, -0.6, 1070, -6.7%, 1.2, 0.576, 1.38, -1.37, 0.47, 1861, i
3	CN=C1SC(CC(=O)Nc2c(C)cccc2C)C(=O)N1/N=C/c1cccs1 (stereo not drawn)
    12.3, 703, 5.3, -3.4, i, 1.1, 1.5, 3.8, 4.8, -0.1, 1035, -6.3%, -0.379, -0.298, -0.654, 0.636, 0.18, 1339, i
4	COc1ccc(N(CC(=O)Nc2ccc(S(=O)(=O)N3CCOCC3)cc2)S(=O)(=O)c2ccccc2)cc1
    -1.7, 784, 1.2, -25.5, i, 35.5, 2.2, 1.1, 7.4, -0.6, 1192, -29.8%, 0.71, -0.0546, 0.862, 0.569, -0.05, 1307, i
5	O=C(O)c1ccc(/C=N/NC(=S)NCCN2CCOCC2)cc1
    3.0, 726, -6.7, 6.9, i, -4.7, 5.8, 3.5, 5.7, -1.8, 990, 15.8%, 0.849, 0.237, 1, -0.623, 0.58, 1289, i
6	COc1ccccc1-n1c(C)cc(C=O)c1C
    2.2, 813, -11.2, 5.2, i, 6.6, 3.5, 2.0, 7.3, ., ., 21.5%, 1.1, -0.124, 0.418, -0.213, ., ., i
7	CCCc1nnc(NC(=O)Cn2c(=O)sc3ccccc32)s1
    ., ., 1.6, -5.6, i, 3.0, 4.1, 3.0, 9.5, -2.2, 1128, 0.2%, -0.285, -0.231, -0.00407, 0.233, -0.14, 1236, i
8	Cc1cccc(C)c1OCc1n[nH]c(=S)o1
    4.0, 785, 1.9, -20.8, i, -0.5, 2.0, 1.7, 6.4, -1.3, 492, 21.6%, -1.15, -0.261, -0.739, 0.522, 0.17, 1242, i
9	CCN(CC)CCC(c1ccc2c(c1)OCO2)c1c(OC)cc(OC)c2ccc(=O)oc12 (stereo not drawn)
    11.4, 682, ., ., ., ., ., ., ., -2.8, 1198, 21.0%, 0.405, -0.705, 0.329, 0.2, 0.23, 969, i
10	COC(=O)c1cc2nc(-c3ccc(OC)cc3)cc(C(F)(F)F)n2n1
    ., ., 1.2, -7.0, i, 0.5, 4.7, 1.6, 4.2, 1.4, 869, 18.0%, -1, -0.307, -0.272, 0.953, 0.92, 1181, i
11	CC1CN(c2cc(=O)n(-c3ccc(Cl)cc3)c(=O)[nH]2)CC(C)O1 (stereo not drawn)
    -8.7, 656, 2.4, 11.4, i, 22.3, 1.9, 1.2, 7.5, -2.7, 1051, 15.7%, -0.337, -0.216, 0.219, 0.182, 0.99, 1633, i
12	CCC(CC)C(=O)Nc1nnc(SCC(=O)NC(C)(C)C)s1
    27.8, 684, -2.4, 1.7, i, 5.6, 2.5, 1.8, 9.6, 1.0, 1057, 1.1%, -0.585, -0.274, -0.535, 1.28, 0.41, 1256, i
13	O=C(Nc1nnc(-c2ccc(Cl)cc2)o1)Nc1ccccc1Cl
    ., ., -5.3, 4.3, i, 13.6, 2.8, 1.1, 6.0, 0.0, 1373, 1.8%, 0.523, -0.209, 1.24, 0.427, 0.03, 1580, i
14	S=c1[nH]nc(-c2cc(-c3ccccc3)n[nH]2)n1/N=C/c1ccc(Br)s1
    1.7, 670, ., ., ., ., ., ., ., -2.7, 1160, 4.8%, 1.64, -0.253, 0.678, -1.11, 1.71, 1228, i
15	OCC1(CCOc2ccccc2)CCN(Cc2cccn2-c2ncccn2)CC1
    -45.0, 695, -9.2, -6.4, i, 17.1, 4.3, 1.8, 5.3, -2.5, 1173, 5.5%, -0.0549, -0.229, -0.0738, 0.594, 0.1, 1408, i
16	CC(=O)Nc1cccc(/C(C)=N/NC(=O)c2cc(-c3ccncc3)nc3ccccc23)c1
    -6.5, 698, ., ., ., ., ., ., ., 1.7, 1276, 14.8%, -0.26, -0.266, -0.374, -0.356, -0.26, 1413, i
17	CCCCc1ccc(NC(=O)COc2ccc(C(=O)Nc3ccccc3C)cc2)cc1
    8.7, 642, 3.5, -23.3, i, -2.0, 1.5, 4.2, 9.5, 0.4, 1086, 9.1%, -0.408, -0.288, -0.334, 0.629, 0.09, 1455, i
18	CCn1cc(S(=O)(=O)CC(=O)Nc2cc(C)on2)c2ccccc21
    ., ., -7.9, -16.6, i, 10.1, 9.9, 17.1, 18.8, -0.3, 1437, -5.6%, -0.0128, -0.0699, 0.66, 0.0563, 0.25, 1549, i
19	CS(=O)(=O)N1CCN(c2ccc(NC(=O)c3ccc(Br)o3)cc2)CC1
    -12.7, 680, 5.9, 1.7, i, 6.7, 3.6, 0.9, 3.3, -0.9, 1045, -43.0%, 1.25, -0.203, 0.777, 0.0147, 0.28, 2015, i
20	O=C(CSc1nnc(-c2ccc(Cl)s2)o1)N1CCCc2ccccc21
    ., ., 18.2, -7.5, i, -5.4, 3.1, 1.8, 3.4, -8.7, 959, 3.2%, 1.16, -0.0434, 0.622, -0.732, -0.14, 1483, i
21	COC(CNC(=O)c1coc2nc3ccccc3nc12)OC
    4.4, 635, ., ., ., ., ., ., ., -0.5, 1388, 8.8%, -0.498, -0.216, 0.549, 0.129, 0.73, 950, i
22	O=c1cnn([C@@H]2O[C@H](CO)[C@@H](O)[C@H]2O)c(=O)[nH]1
    -46.3, 643, -0.9, -16.3, i, 27.6, 3.0, 4.4, 5.2, ., ., -33.5%, -0.346, -0.249, 0.322, 0.749, ., ., i
23	CN(C)c1cccc(C(=O)OCC(=O)N2CCc3ccccc3C2)c1
    5.4, 680, -1.5, -25.2, i, -9.9, 2.7, 2.2, 8.9, -0.6, 1061, 4.8%, 2.07, -0.144, 1.31, -1.17, 0.28, 1146, i
24	O=C(CCCOc1ccc(Cl)cc1Cl)N/N=C/c1ccccc1
    -2.9, 682, 21.5, -14.7, i, -3.1, 4.3, 2.1, 6.0, -1.9, 1096, -1.5%, 1.09, 0.105, 0.809, -1.13, 0.89, 1391, i
25	CCOC(=O)C1CCN(CC(=O)N(CC(C)C)c2c(N)n(CC(C)C)c(=O)[nH]c2=O)CC1
    6.3, 706, 9.8, 5.3, i, 5.7, 2.9, 1.8, 2.1, -1.3, 1083, -0.7%, 3.54, -0.0827, 1.35, -1.14, ., ., i
26	COc1ccc(C(=O)NC2CC3CCCC(C2)N3CC(C)C)cc1OC (stereo not drawn)
    ., ., 25.3, 31.4, i, -2.3, 2.0, 1.0, 5.9, -1.1, 1406, -6.2%, -0.651, -0.226, -0.45, 1.43, -0.16, 1381, i
27	CCOC(=O)c1cn2nc(Oc3ccc(C#N)cc3)ccc2n1
    -8.5, 631, ., ., ., ., ., ., ., -0.6, 1267, -11.2%, 0.155, -0.13, 0.506, 0.658, 0.41, 1079, i
28	O=[N+]([O-])c1ccc(NCCCN2CCOCC2)c(Cl)c1
    ., ., 56.7, 7.1, i, 15.6, 3.6, 1.8, 6.4, 0.6, 1337, 1.8%, 0.346, 0.0336, 0.676, -0.149, -0.37, 1424, i
29	CCCCNc1nc(=S)[nH]c2cc(OC)c(OC)cc12
    0.8, 771, -5.8, -2.1, i, 2.0, 3.6, 2.4, 2.3, ., ., 9.2%, 0.39, 0.151, 0.099, -0.213, ., ., i
30	O=C(c1ccc(COc2ccc(F)cc2)o1)n1cccn1
    ., ., 17.7, 38.2, i, -6.2, 3.6, 3.3, 10.1, ., ., -11.0%, 0.391, -0.186, 0.585, -0.0373, ., ., i
31	Cc1ccc(-c2csc3ncnc(OCC(=O)NC(=O)NCc4ccco4)c23)cc1
    ., ., -8.2, -2.3, i, -4.6, 3.7, 2.0, 11.8, 2.3, 606, 4.1%, 0.309, -0.215, 0.433, 0.232, 0.19, 1412, i
32	COc1cccc(NC(=O)c2ccccc2-c2nc(-c3ccc(F)cc3)no2)c1
    18.0, 579, 24.6, 29.5, i, 2.8, 2.5, 1.4, 4.3, ., ., -30.3%, -0.805, -0.214, -0.199, -0.144, ., ., i
33	Cc1nc2c(F)c(F)c(C(F)(F)F)c(F)c2[nH]1
    ., ., 73.9, 77.5, i, 20.0, 5.2, 1.4, 13.9, 1.2, 1074, 13.0%, 1.8, -0.162, 1.05, 0.162, ., ., i
34	O=C(C1=C[C@H](c2csc3ccccc23)C[C@H](OCCCCO)O1)N1CCOCC1
    0.4, 679, -21.5, -11.0, i, -9.0, 6.6, 1.5, 7.5, -2.8, 1211, 9.6%, -0.549, -0.175, 0.00206, 0.369, -1.12, 1428, i
35	CCCCn1c(N)c(N(CC)C(=O)c2cccc(OC)c2)c(=O)[nH]c1=O
    0.6, 686, 0.0, -7.4, i, -14.5, 3.2, 2.4, 6.7, -0.1, 1110, 1.8%, -1.1, -0.184, -0.587, 0.989, -0.12, 1297, i
36	NC(=O)CN(N=Nc1cccc([N+](=O)[O-])c1)c1cccc([N+](=O)[O-])c1
    12.4, 649, -9.8, -7.7, i, -2.7, 3.7, 1.9, 3.4, 0.3, 1048, 15.6%, 0.623, -0.149, 0.833, -0.514, -0.26, 1162, i

Assay outcomes deposited in PubChem BioAssay by several laboratories.
